# High-throughput results as filed in PubChem BioAssay.
# Lipid storage S3 – qHTS Assay for Lipid Storage Modulators in Drosophila S3 Cells | lipid storage change, negative = inhibition, % at the top dose, mostly 46.1 µM; hits show Potency in µM | 320,000 compounds, 0.64% hits | AID 2685 | Drosophila S3 cells, BODIPY lipid droplet fluorescence, 18-24 h; cells fed with added oleic acid; active means well fitted inhibition curve with a large enough effect in the signal ratio, with a control signal flat, not every such curve was filed as active; inconclusive means small, poorly fitted or top-dose-only effect, or effect the other way, or a change in a side signal; the % refers to the signal ratio
#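 Laser-scanning cytometry quantifies lipid droplet accumulation (500–530 nm total intensity; droplet/cell object ratio) in oleic acid-fed (400 uM added) Drosophila S3 cells treated with a concentration series. 20 uM Triacsin C defined 100% inhibition.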
# Lipid storage S3 cell count max – second read-out of Lipid storage S3, no call of its own (marks repeat the call); cell number change, %; measured here: cell count max response;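 cells counted by Cell Tracker Red CMTPX staining in the red channel; peak over a dose series mostly up to 46.1 µM; percent activity relative to internal control wells on each plate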
# Starred values were filed as active, the others as inactive; i = inactive; ? = inconclusive; nt = no result given; [ ] = remark or other dose. On the % scale 0 is the no-effect control and ±100 the full control effect; potency means the concentration at half of the fitted maximal effect. These rows are one share of the data; count on the stated rates, not on these rows.
# Sample of the layout (six entries):
Molecule	Lipid storage S3	Lipid storage S3 cell count max
COc1cc(OC)c2c(c1)C(=O)OC2OC (stereo not given)	8%	nt
COCCN(C(=O)CCc1nnc(Cc2c[nH]c3ccccc23)o1)C(C)C	?	nt
O=C(c1ccncc1)N1CCN(C(=O)c2ccncc2)CC1	-9%	-12
CC(c1ccco1)N(C(=O)c1ccccc1NS(=O)(=O)c1ccc(Cl)cc1)c1ccccn1 (stereo not given)	?	nt
Cc1nc2ccc(NC(=O)c3sccc3C)cc2s1	-16%	-16
Cc1c(NC2=CC(=O)CC(C)(C)C2)ccc([N+](=O)[O-])c1C	?	nt

# The list itself (from the top)
Molecule	Lipid storage S3	Lipid storage S3 cell count max
COc1cc(OC)c2c(c1)C(=O)OC2OC (stereo not given)	8%	nt
COCCN(C(=O)CCc1nnc(Cc2c[nH]c3ccccc23)o1)C(C)C	?	nt
O=C(c1ccncc1)N1CCN(C(=O)c2ccncc2)CC1	-9%	-12
CC(c1ccco1)N(C(=O)c1ccccc1NS(=O)(=O)c1ccc(Cl)cc1)c1ccccn1 (stereo not given)	?	nt
Cc1nc2ccc(NC(=O)c3sccc3C)cc2s1	-16%	-16
Cc1c(NC2=CC(=O)CC(C)(C)C2)ccc([N+](=O)[O-])c1C	?	nt
Cc1cccc(C)c1OCc1cc(C(=O)N2CCN3CCCC3C2)no1 (stereo not given)	?	nt
CCO[C@@H]1OC(C(=O)NCc2nc3ccccc3[nH]2)=C[C@H](C2CC2)[C@H]1CCCO	-14%	-1
CCS(=O)(=O)N1CCCC(C(=O)NC2CCCCC2)C1 (stereo not given)	?	nt
c1ccc(-c2nn3c(C4CCCCC4)nnc3s2)nc1	?	nt
COc1ccc([C@]23Cc4cc(OC)c(OC)cc4C(O2)C2=C(CCCC2=O)O3)cc1	18%[9.22 µM]	-10
CCC(C)NS(=O)(=O)c1ccc(OC)c(Cl)c1Cl (stereo not given)	i	-1
Cc1noc(C)c1/C=N/Nc1ccc2ccccc2n1	-7%	-8
CC1CN(C(=O)CSc2nnc(-c3ccc(Cl)cc3)n2C)CC(C)O1 (stereo not given)	-6%	-18
COc1cc2ccccc2cc1C(=O)Nc1sc2c(c1C(N)=O)CCN(C(C)C)C2	?	nt
COc1ccccc1NC(=O)N1CCN(c2ccc3nnc(-c4ccc(F)cc4)n3n2)CC1	?	nt
CCC(C)NC(=O)c1cc2c(=O)n3cccc(C)c3nc2s1 (stereo not given)	?	nt
OCC[C@@H]1C[C@H](O)[C@@H](O)[C@@]2(CCc3ccccc3CO2)O1	13%	23
CCc1cc(C(c2ccccn2)N2CCN(C)CC2)c(NC(=O)c2ccccc2)s1 (stereo not given)	1%	0
CC(C)OC(=O)c1ccc(NC(=O)c2ccco2)cc1	i	nt
CC(OC(=O)CCc1nc2ccccc2c(=O)[nH]1)C(=O)Nc1ncc(Cl)cc1Cl (stereo not given)	?	nt
COc1ccc(C(CNc2ncnc3sccc23)N(C)C)cc1OC (stereo not given)	?	nt
CCOc1ccc(CCNC(=O)C2=C(C)C(=O)OC23CCC(C)CC3)cc1 (stereo not given)	-8%	4
COC(=O)c1cc(Br)ccc1OC(=O)c1cccnc1	?	nt
CC1CCN(C(=O)COC(=O)c2cc([N+](=O)[O-])ccc2N2CCOCC2)CC1	0%	-17
CCOC(=O)C1=C(c2ccccc2)OC(N)=C(C#N)C1c1ccncc1 (stereo not given)	?	nt
CCOc1ccc(NC(=O)CN(C)C(=O)CSCc2c(C)noc2C)cc1OCC	?	nt
COc1ccc(-c2noc(CCC(=O)Nc3cc(OC)ccc3OC)n2)cc1	?	nt
N#Cc1nc(-c2cccs2)oc1NCc1ccco1	i	nt
CCOC(=O)C1CCCN(Cc2c(Cl)cccc2Cl)C1 (stereo not given)	?	nt
Cc1cccc2nc(CNC(=O)C3CCC(=O)N(Cc4ccccc4F)C3)cn12 (stereo not given)	?	nt
COc1ccc(CNc2ccc3c(c2)ncn3-c2ccccc2OC)cc1	?	nt
O=C(NCc1ccc(Cl)cc1)c1noc2c1CCCCC2	i	-1
CCOc1ccc(C(CC(=O)O)NC(=O)C(Sc2ccccc2)c2ccccc2)cc1 (stereo not given)	2%	9
C/C=C/C(=O)Nc1ccc(N2CCN(c3ccc(C(F)(F)F)cn3)CC2)nc1	9%	0
Cc1ccc([N+](=O)[O-])cc1NC(=S)NC(=O)C(C)(C)C	8%	-17
CCCCc1nc(SCC(=O)N2CCCCC2)c2c(=O)n(C)c(=O)n(C)c2n1	?	nt
Cc1nc2ccccc2n1S(=O)(=O)c1cc(C(=O)O)ccc1Cl	1%	16
CN(C)C1(CNC(=O)c2cccc(S(=O)(=O)Nc3ccc(Br)cc3)c2)CCCCC1	21%	-7
CCOc1ccc(NS(=O)(=O)c2cc(C)c(C)cc2C)cc1	-7%	-11
Nc1cc(-c2nc3ncccc3o2)ccc1Cl	-7%	-2
O=C(NCCc1cn2ccccc2n1)C1CCCCC1	?	nt
Cc1c(C(=O)N(C)CC(=O)Nc2cccc(F)c2)oc2c(Cl)cccc12	?	nt
Cc1ccc(C(=O)Cn2nc(C)c([N+](=O)[O-])c2C)c(C)c1	?	nt
Cc1cc(Cl)ccc1NC(=O)c1ccc2c(c1)OCO2	?	nt

# An excerpt of these results, with two lines to a compound.
# Screens in order – Lipid storage S3, Lipid storage S3 cell count max
- CCOc1ccc(C(CC(=O)O)NC(=O)C(Sc2ccccc2)c2ccccc2)cc1 (stereo not given)
    2%, 9
- C/C=C/C(=O)Nc1ccc(N2CCN(c3ccc(C(F)(F)F)cn3)CC2)nc1
    9%, 0

# The listing continues:
Molecule	Lipid storage S3	Lipid storage S3 cell count max
Cc1cccc(N2CCN(Cc3nc(C4CC4)no3)CC2)n1	?	nt
COc1ccc(CCNc2ccc(S(=O)(=O)N3CCN(C)CC3)cc2[N+](=O)[O-])cc1	?	nt
CCOC(=O)N1CCC(NC(=O)c2ccc(CS(=O)(=O)c3c(Cl)cccc3Cl)o2)CC1	i	nt
CCOC(=O)CSc1nnc(Cn2nnc3ccccc32)n1-c1ccc(F)cc1	-22%	1
Cc1cc(OCCCCCNCCO)cc(C)c1Cl	?	nt
Cc1ccc(OCC(=O)NCCO)c(Br)c1	3%	1
CCOC(=O)N1CCC(NC(=O)C2CCN(S(=O)(=O)N3CCCC3)CC2)CC1	5%	-2
COc1ccc(C(=O)N2CCN(C(C)=O)CC2)cc1S(=O)(=O)NCc1ccc(Cl)cc1	?	nt
O=C(CN1C(=O)NC2(CCCC2)C1=O)Nc1ccc(F)c(F)c1F	?	nt
Cn1c(SCc2cc(=O)[nH]c3ccccc23)nnc1-c1ccc(Br)cc1	?	nt
O=C(NCC1CCCO1)c1ccc(-c2cccc(C(F)(F)F)c2)o1 (stereo not given)	?	nt
Cn1c(=O)[nH]c(=O)c2c1nc(SCCC(=O)O)n2Cc1cccc(Br)c1	?	nt
Cc1noc(C)c1C(=O)NCc1cccs1	i	nt
Cc1ccc(NC(=O)CCC(=O)NNS(=O)(=O)c2ccc(Cl)cc2)cc1C	i	-13
CSCCC(NC(=O)c1ccco1)C(=O)Nc1cc(C)ccn1 (stereo not given)	?	nt
COC(=O)c1c(C)[nH]c(C(=O)OCC(=O)N(CC(C)C)c2c(N)n(Cc3ccccc3)c(=O)[nH]c2=O)c1C	?	nt
Cc1ccc(S(=O)(=O)N2CCCC(C(=O)NCc3ccccc3F)C2)cc1 (stereo not given)	?	nt
Cc1ccc(S(=O)(=O)N(C)C)cc1NC(=O)Nc1ccccc1	6%	-1
CCOc1ccc(OCC)c(Nc2cc(C)nc3ncnn23)c1	i	nt
Cc1ccc(CSC2=Nc3ccccc3C3=NC(=O)CN23)cc1	25%[9.22 µM]	8
O=c1[nH]c(SCCOc2ccccc2)nc2ccccc12	?	nt
CCOc1ccc(NC(=O)CSc2nnc(Cc3cccn3C)n2-c2ccc(F)cc2)cc1	?	nt
Cc1cccc(OCC(=O)OC(C)C(=O)Nc2ccc(Cl)cn2)c1 (stereo not given)	?	nt
CCOC(=O)c1c(-c2ccccc2)oc2ccc(OCC(O)CN(C)C)cc12 (stereo not given)	?	nt
COc1cc(/C=N/NC(=O)c2cc(-c3ccc4c(c3)OCO4)n[nH]2)ccc1O	-5%	-15
OCC1(Cc2ccc(Cl)cc2)CCN(Cc2ccc3nsnc3c2)CC1	-16%	-3
CCC(C)(C(=O)NC1CCCC1)N(C(=O)c1ccccn1)c1ccccc1 (stereo not given)	12%	-16
COc1ccc(Cl)cc1NC(=S)NCCO	30%	8
CS(=O)(=O)N1CCN(c2ccccc2NC(=O)c2cccs2)CC1	i	2
Cc1ccc(Sc2cnn(-c3ccccc3)c(=O)c2Cl)cc1	-10%	nt
CCn1c(=Nc2ccc(N3CCOCC3)cc2)ccc2ccccc21	9.2µM*	-184*
COc1ccc(-c2cc(N3CCCC3)n3ncnc3n2)cc1	?	nt
CCn1c(CNc2ccccc2Cl)nnc1SCC(=O)NCc1ccccc1	?	nt
CNC(=S)N(Cc1ccc(OC)cc1)Cc1cc2cccc(C)c2[nH]c1=O	15%	14
CCCN(C(=O)COC(=O)CSc1ccc(C(N)=O)cc1[N+](=O)[O-])C1CCS(=O)(=O)C1 (stereo not given)	?	nt
O=C(CNC(=O)C1CCCCC1)NCc1ccco1	?	nt
COC(=O)c1cc(S(=O)(=O)N2CCOCC2)ccc1Sc1ccccc1N	?	nt
COc1ccccc1C1Nc2cccc3cccc(c23)N1	?	nt
CCC(=O)OCc1cc(=O)oc2ccc3ccccc3c12	i	12
CC(=O)Oc1ccc(N(C(C)=O)S(=O)(=O)c2ccc3ccccc3c2)cc1	?	nt
COc1ccc(C(=O)N/N=C/c2ccc(OC)c(CN3CCc4cc(OC)c(OC)cc4C3C)c2)cc1 (stereo not given)	?	nt
CC(C)(C)NC(=O)Cn1c(SCC(=O)NC2CCCCC2)nc2ccccc21	7%	-1
COc1c(C(=O)Nc2ccc(CN3CCOCC3)cc2)cc2ccccc2c1Br	?	nt
COc1ccc(C(=O)n2nc(-c3ccc(Cl)cc3)nc2N)cc1OC	?	nt
COc1ccccc1NC(=O)CSc1ncn[nH]1	?	nt
Cc1ccc(OCCCCn2ccnc2)c([N+](=O)[O-])c1	-2%	-1
Cc1ccc(S(=O)(=O)N2CCC[C@H]2C(=O)OC(C)C(=O)Nc2ncc(Cl)cc2Cl)cc1 (stereo not given in full)	i	nt
COc1cccc(N2CC(O)=C(c3nc4ccccc4s3)C2=N)c1	-4%	-16
COc1cccc(OC)c1C(=O)Nc1cc(C)nn1-c1nc2ccccc2[nH]1	?	nt
NC(=O)CC(NC(=O)c1ccccc1)c1ccc(NC2CCCCCCC2)c([N+](=O)[O-])c1 (stereo not given)	?	nt
O=C(NCCN1CCOCC1)c1ccc(NS(=O)(=O)c2cccc([N+](=O)[O-])c2)cc1	?	nt
O=C1CC(/C=C/c2ccncc2)=Nc2ccccc2N1	?	nt
COc1ccc(OCC(=O)NC(=O)c2ccccc2OC)c([N+](=O)[O-])c1	i	nt
COc1ccc(C(c2c(C)[nH]n(-c3ccccc3)c2=O)c2c(C)[nH]n(-c3ccccc3)c2=O)cc1OC	-5%	-4
CCCC(C(=O)NC(C)(C)C)N(CCN1CCOCC1)C(=O)CNS(=O)(=O)c1ccccc1 (stereo not given)	?	nt
Cc1cc(C)c(C#N)c(Sc2ccc(N)cc2)n1	?	nt
CN(c1ccccc1C(=O)Nc1cccc(Br)c1)S(=O)(=O)c1ccccc1	?	nt
COc1ccc(S(=O)(=O)Nc2nc(C(F)(F)F)cs2)cc1	7%	0
O=C(NCc1ccc(Cl)cc1)c1nccnc1CO	-9%	7
O=C(O)c1ccc(CNC(=O)c2ccc3c(c2)C(=O)N(Cc2cccnc2)C3=O)cc1	?	nt

# Other records.
Molecule	Lipid storage S3	Lipid storage S3 cell count max
Cc1ccc(Nc2c3c(nc4ncnn24)CCC3)cc1	?	nt
OCC[C@H]1C[C@@H](O)[C@H](O)[C@@]2(OCc3ccccc32)O1	?	nt
c1ccc2c(-c3nnc4n3CCCCC4)cc(-c3ccncc3)nc2c1	5%	0
CCCCc1ccc(NC(=O)c2ccc(N(C)S(C)(=O)=O)cc2)cc1	?	nt
Cn1c(=O)c2c(nc(CN3CCN(C(c4ccccc4)c4ccccc4)CC3)n2CCCO)n(C)c1=O	i	12
O=C(Nc1cccc(Cl)c1)Nc1cccc(C(=O)O)c1	?	nt
NC(=O)Nc1n[nH]c(-c2ccccc2)n1	?	nt
N#C/C(=C/c1ccc(N2CCOCC2)o1)C(=O)NC1CCCCC1	-17%	-14
CSCC[C@H](NC(=O)c1cccs1)c1nnc2ccccn12	i	24
[NH-]c1ncnc2c1N=C[N+]2=CC=CCO	?	nt
O=C(Nc1ccc2c(c1)OCO2)c1ccccc1	-6%	16
CCN(CC)C(=O)CC(c1ccc(F)cc1)c1ccc(OC(C)C)cc1 (stereo not given)	0%	2
COCCCNC(=O)Cn1ccc(N)nc1=O	?	nt
CC(=O)c1ccc(N2CCN(S(=O)(=O)c3c(C)[nH]c(C)c3C(=O)N3CCCC3)CC2)cc1	?	nt
COc1ccc(N2CCN(C(=O)COC(=O)CCS(=O)(=O)c3ccc(C)cc3)CC2)cc1	9%	3
